Screening data (PubChem BioAssay)
GAA inh: inhibitors of human lysosomal alpha-glucosidase. Potency, µM (doses to about 76.9 µM), for the others: at the top dose activity change, negative = inhibition, hits mostly inhibitors. purified human GAA, 4-MU-alpha-glucoside fluorescence. AID 1466. 0.005% of 200,000 active;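 further: plate controls were uninhibited enzyme wells for no effect and no-enzyme background for full effect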
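Activity normalized between no-enzyme (basal) and enzyme-only wells. Conditions: 4 nM human enzyme, 400 uM fluorogenic substrate, citrate/phosphate pH 5.0 with Tween-20, 20 min room temperature, compounds up to 77 uM.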
RECQ1 helicase: blocks DNA unwinding by human RECQ1; 0.54% of 240,000 active; P46063; Potency, µM (doses to about 57.3 µM), without a hit: top-dose activity, negative = inhibition, usual class: inhibitors; RECQ1 DNA unwinding, red fluorescence kinetic read; AID 2549;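 further: plate controls were vehicle for no effect and no enzyme for full effect; nearly all actives have a fitted effect of over 30% in size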
Target sequence (P46063 whole entry, looked up): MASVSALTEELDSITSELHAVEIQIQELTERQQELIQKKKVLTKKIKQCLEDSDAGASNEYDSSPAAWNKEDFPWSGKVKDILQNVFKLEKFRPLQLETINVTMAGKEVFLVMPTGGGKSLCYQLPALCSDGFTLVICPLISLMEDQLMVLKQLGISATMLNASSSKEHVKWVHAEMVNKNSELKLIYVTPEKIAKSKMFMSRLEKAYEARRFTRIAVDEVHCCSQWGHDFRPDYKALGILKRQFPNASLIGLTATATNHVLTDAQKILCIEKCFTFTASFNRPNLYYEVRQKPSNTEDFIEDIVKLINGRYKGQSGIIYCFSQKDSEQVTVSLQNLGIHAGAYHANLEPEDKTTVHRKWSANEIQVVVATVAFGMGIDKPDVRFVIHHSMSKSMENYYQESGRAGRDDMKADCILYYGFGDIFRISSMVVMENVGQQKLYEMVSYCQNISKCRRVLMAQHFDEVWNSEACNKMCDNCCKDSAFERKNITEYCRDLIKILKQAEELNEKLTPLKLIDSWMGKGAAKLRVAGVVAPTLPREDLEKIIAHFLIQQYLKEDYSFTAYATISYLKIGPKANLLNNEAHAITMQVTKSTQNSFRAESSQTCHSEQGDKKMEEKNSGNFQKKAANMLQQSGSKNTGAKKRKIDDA
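50 nM RECQ1T1 preincubated 15 min with compound in Tris pH 8.0 buffer with MgCl2, DTT, Tween-20 and 2.5 ug/ml poly(dI-dC); started with 200 nM TAMRA/BHQ-2 forked duplex and 2 mM ATP. Unwinding read as fluorescence (525/598 nm), two reads 2 h apart.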
aGlu spleen mod: inhibitors or activators of human alpha-glucosidase in spleen homogenate. human spleen homogenate, 4-MU-alpha-glucoside fluorescence. Potency, µM (titrated, usually from 79.9 µM), for inactives: at the top dose activity change, negative = inhibition, usual class: inhibitors. 0.006% of 240,000 active. AID 2112;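 further: 0% = enzyme with vehicle and -100% = no enzyme basal signal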
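AC50 values come from Hill-equation fits of concentration-response data, normalized to no-enzyme and full-activity controls. Enzyme source: 1 ug human spleen homogenate; 1 mM fluorogenic 4-MU glucoside, pH 5.0 citrate buffer, 37 C, 40 min.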
TexasRed fluor: alters Texas Red total fluorescence, flagging assay interference; TRb/SRC2 Texas Red total fluorescence interference; Potency, µM (highest dose often 106 µM), without a hit: at the top dose fluorescence change, negative = quenching; 0.29% of 280,000 active; AID 1479; active means well fitted curve in either direction with a large enough effect; inconclusive means small, poorly fitted or top-dose-only effect
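Human TRβ ligand-binding domain (0.6 uM) and Texas Red SRC2 peptide (20 nM) in Tris buffer with 1 uM T3 and 5% DMSO were incubated with pinned compound for 5 hr at ambient temperature. Total fluorescence was computed as S + 2P (555/632 nm).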
RGS12 GoLoco inh: blocks human Gai1 binding to RGS12 GoLoco peptide, red readout. Gai1:RGS12 GoLoco peptide FP, rhodamine, 10 min. Potency, µM (doses to about 61.6 µM), for the others: at the highest dose activity, negative = inhibition, most hits filed as inhibitors. 0.44% of 230,000 active. AID 880; active means well fitted inhibition curve with a large enough effect, not every such curve was filed as active; inactive means no such curve, though single readings can be large or run the other way; further: nearly all actives have a fitted effect of over 30% in size; many of its hits are not listed in these tables
GAA glycogen: alters human alpha-glucosidase cleavage of glycogen; 0.38% of 300,000 active; Potency, µM (top dose mostly 76.4 µM), for inactives: top-dose activity change, negative = inhibition, hits mostly inhibitors; AID 2100; recombinant GAA, glycogen substrate, Amplex Red glucose oxidase fluorescence; P10253;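 further: 0% = full enzyme reaction and -100% = no-enzyme basal signal; the screen sought inhibitors and activators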
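qHTS, 1536-well; enzyme 4 nM final; cpd up to 77 uM; substrate bovine liver glycogen 30 ug; 50 mM citrate/phosphate pH 5.0, 0.01% Tween-20; 37 C, 40 min; Amplex Red detection 45 min RT; Hill fit → AC50.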
TRb-SRC2 inh: disrupts binding of human TR beta to SRC2; P10828; TRbeta-SRC2 peptide binding, fluorescence polarization; receptor liganded with 1 µM T3; Potency, µM (highest dose often 106 µM), without a hit: at the top dose activity change, negative = inhibition, hits mostly inhibitors; 0.065% of 280,000 active;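 further: plate controls were bound peptide for no effect and peptide without receptor for full effect; nearly all actives have a fitted effect of over 50% in size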
Target sequence (P10828 whole entry, looked up): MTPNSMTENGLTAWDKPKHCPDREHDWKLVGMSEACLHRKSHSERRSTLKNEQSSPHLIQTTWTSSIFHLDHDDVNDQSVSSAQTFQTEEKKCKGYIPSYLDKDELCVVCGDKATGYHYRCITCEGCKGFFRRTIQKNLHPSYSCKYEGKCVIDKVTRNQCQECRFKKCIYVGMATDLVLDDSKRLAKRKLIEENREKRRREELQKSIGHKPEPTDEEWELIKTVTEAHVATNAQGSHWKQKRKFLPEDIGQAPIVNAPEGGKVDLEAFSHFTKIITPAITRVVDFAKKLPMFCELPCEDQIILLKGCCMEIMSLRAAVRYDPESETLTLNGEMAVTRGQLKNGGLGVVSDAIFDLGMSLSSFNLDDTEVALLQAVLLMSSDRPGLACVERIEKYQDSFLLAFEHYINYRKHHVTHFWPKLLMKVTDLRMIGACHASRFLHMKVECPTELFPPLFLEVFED
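Human TRb LBD (0.6 uM) plus Texas Red-labeled SRC2 peptide (20 nM), 1uM T3, 5% DMSO, 5 hr at ambient temperature. Decreased polarization (555/632 nm) flags inhibition; data normalized to free and bound peptide controls.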
L3MBTL1 inh: blocks human L3MBTL1; AlphaScreen L3MBTL1–H3K9me1 peptide binding; Potency, µM (series often up to 57.1 µM), inactives show at the top dose activity, negative = inhibition, usual class: inhibitors; 0.66% of 230,000 active; AID 485360; further: nearly all actives have a fitted effect of over 60% in size
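Displacement of a biotinylated histone H3(1-15) peptide monomethylated at Lys9 (75 nM) from L3MBTL1 (50 nM) was measured by AlphaScreen after a 30 min room-temperature compound incubation; cefsulodin titration served as intraplate control.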
* hit, by the source's call; i = inactive; ? = inconclusive; · = not tested or not shown; & = joins results of further samples; [ ] = another dose, or the depositor's remark. Unless noted, the call rests on the fitted dose curve; in most records, active means well fitted curve in the direction sought with a large enough effect; inconclusive means small, poorly fitted or top-dose-only effect, or another doubt; inactive means no such curve, though single readings can be large; an effect the other way counts as inactive or inconclusive. Unless noted, on the % scale 0 is the no-effect control and ±100 the full control effect; potency means the concentration at half of the fitted maximal effect.

SMILES	GAA inh	RECQ1 helicase	aGlu spleen mod	TexasRed fluor	RGS12 GoLoco inh	GAA glycogen	TRb-SRC2 inh	L3MBTL1 inh
C#CCNC(=O)C1=C[C@H](c2ccc(C(F)(F)F)cc2)[C@@H](CCCO)[C@H](OCC)O1	·	2%	4%	1%	-4%	-9%	-5%	10%
CCn1c(SCC#N)nc2c(c1=O)C1(CCCC1)Cc1ccccc1-2	-7%	-9%	-8%	1%	4%	-1%	-4%	-1%
Cc1noc(C)c1COC(=O)CCCc1nc2ccccc2s1	-2%	-1%	-10%	-2%	-1%	1%	2%	·
CCc1cc2c(=O)c(-c3nc4ccccc4n3C)c(C)oc2c(CN2CCCCC2)c1O	·	-1%	2%	-1%	16%	-2%	4%	0%
CC(=O)N[C@@H](CS)C(=O)O	-1%[15.4 µM]	-5%	0%&5%	?	7%&-50%	25%	7%	-4%
Cc1ccc2nc(-c3cccnc3)cc(C(=O)N3CCN(c4ccc([N+](=O)[O-])cc4)CC3)c2c1	?	i	-2%	-4%	3%	17%	-7%	-9%
Cc1ccc(C)c(N2CCN(C(=O)COc3cc(=O)n(C)c4ccccc34)CC2)c1	-13%	-1%	3%	0%	2%	-6%	-1%	-4%
O=C(CS(=O)(=O)Cc1ccccc1)N1CCc2ccccc2C1	1%	2%	-6%	-1%	2%	7%	-17%	2%
CC(=O)NC1C(=O)N(CCc2ccccc2)c2ccccc21 (centres undefined)	-11%	-2%	2%	-5%	-8%	-10%	0%	-7%
CC(C)CNS(=O)(=O)c1ccc(C(=O)Nc2ccc3c(c2)OCCO3)cc1	-6%	-2%	0%	-5%	·	15%	-5%	39%
CNC(=O)COC(=O)c1ccc([N+](=O)[O-])cc1Cl	3%	i	-19%	-1%	-4%	3%	-24%	3%
CN(c1c(C#N)c(C(F)(F)F)nn1C)N(S(C)(=O)=O)S(C)(=O)=O	-4%	-7%	1%	-5%	8%	4%	0%	-18%
COc1ccc2[nH]c(=O)c(CN(C(=O)c3cccnc3)c3cccc(C)c3)cc2c1	·	2%	2%	-5%	3%	-2%	0%	-1%
O=C(Nc1cccc2ccccc12)c1ccccc1	·	i	3%	1%	5%[14.2 µM]	-4%	5%	3%
O=C(CNc1ccc(Oc2ccccc2)cc1)N1CCOCC1	-1%	-11%	-1%	0%	-26%	7%	4%	-5%[11.4 µM]
Cc1nc2c(-c3ccc(F)cc3)c(C)nn2c(C)c1CCC(=O)NCCN1CCOCC1	-6%	-11%	-2%	-1%	4%	10%	-18%	·
COCCOC(=O)c1c(C)oc2ccc(OCc3cc(C(=O)OC)oc3C)cc12	-8%	-19%	-7%	-2%	-20%	-13%	4%	12%
CC(C)Cn1c(N)c(C(=O)COC(=O)c2cc(F)cc(F)c2)c(=O)n(C)c1=O	-2%	i	4%	-2%	3%	-2%	-10%	13%
CCOC(=O)CN1C(=O)CN(c2ccc(C)c(C)c2)C1=O	-7%	-2%	-4%	4%	-1%	14%	0%	3%
Cc1ccc(N2C(=O)C(F)(F)C2c2ccccc2)cc1 (centres undefined)	-7%	-2%	8%	2%	-10%	-2%	0%	·
CN(N)c1nc2ccccc2nc1C(F)(F)F	-3%	i	-3%	-1%	8%	?	-2%	·
COc1ccc(C(=O)NCC(=O)OCn2nnc3ccccc3c2=O)cc1OC	-4%	-19%	-2%	-1%	4%	1%	-6%	·
COc1cc(-c2nc3ccccn3c2NCC2CCCO2)ccc1O (centres undefined)	3%	i	1%	0%	1%	28µM*	-1%	4%
COC(=O)CSC1=C(C#N)C(=O)NC2(CCCCC2)S1	2%	-6%	-5%	-5%	-30%	-14%	3%	8%

Among those listed so far, these contain a halogen:
SMILES	GAA inh	RECQ1 helicase	aGlu spleen mod	TexasRed fluor	RGS12 GoLoco inh	GAA glycogen	TRb-SRC2 inh	L3MBTL1 inh
C#CCNC(=O)C1=C[C@H](c2ccc(C(F)(F)F)cc2)[C@@H](CCCO)[C@H](OCC)O1	·	2%	4%	1%	-4%	-9%	-5%	10%
CNC(=O)COC(=O)c1ccc([N+](=O)[O-])cc1Cl	3%	i	-19%	-1%	-4%	3%	-24%	3%
CN(c1c(C#N)c(C(F)(F)F)nn1C)N(S(C)(=O)=O)S(C)(=O)=O	-4%	-7%	1%	-5%	8%	4%	0%	-18%
Cc1nc2c(-c3ccc(F)cc3)c(C)nn2c(C)c1CCC(=O)NCCN1CCOCC1	-6%	-11%	-2%	-1%	4%	10%	-18%	·
CC(C)Cn1c(N)c(C(=O)COC(=O)c2cc(F)cc(F)c2)c(=O)n(C)c1=O	-2%	i	4%	-2%	3%	-2%	-10%	13%
Cc1ccc(N2C(=O)C(F)(F)C2c2ccccc2)cc1 (centres undefined)	-7%	-2%	8%	2%	-10%	-2%	0%	·
CN(N)c1nc2ccccc2nc1C(F)(F)F	-3%	i	-3%	-1%	8%	?	-2%	·

(list continues)
SMILES	GAA inh	RECQ1 helicase	aGlu spleen mod	TexasRed fluor	RGS12 GoLoco inh	GAA glycogen	TRb-SRC2 inh	L3MBTL1 inh
c1ccc2c(c1)nc(-c1ccncc1)n1nnnc21	3%	0%	-1%	-6%	-4%	5%	4%	-1%
CCOc1ccc(NC(=O)c2csc3c2CCCC3)cc1	-12%	i	3%	-2%	6%	-3%	15%	3%
CCCC(c1nnnn1C(C)(C)C)N1CCN(Cc2ccccc2OC)CC1 (centres undefined)	5%	21%	1%	-1%	19%	19%	3%	?
c1ccc(-c2cc(N3CCCCCC3)n[nH]2)cc1	-1%	-2%	-6%	0%	1%	?	-2%	-6%[11.4 µM]
Cc1c2c(nc3c(C)cccc13)OC(C)C2 (centres undefined)	?	-4%	-1%	0%	14%	3%	0%	6%
S=c1nc[nH]c2c1sc1nc(-c3ccccc3)c3c(c12)CCCC3	-9%	-6%	-3%	4%	49%[activator]	-1%	-3%	-9%
CC1Oc2ccccc2OC1(O)c1ccc2ccccc2n1 (centres undefined)	-2%	-14%	-10%	3%	0%	0%	-4%	2%
O=C1C2C3c4ccccc4C(c4ccccc43)[C@@H]2C(=O)N1c1ccccn1 (some centres undefined)	-12%[15.4 µM]	i	5%	-2%	1%	1%	9%	9%
CC1CCCC(C)N1C(=O)Cn1cnc2cc([N+](=O)[O-])ccc2c1=O (centres undefined)	0%	-4%	9%	-1%	2%	-1%	-1%	·
O=C(CCC1CCCN(C(=O)C2=CCCC2)C1)N1CCN(c2ccccn2)CC1 (centres undefined)	?	-14%	4%	-5%	152%[activator]	-9%	2%	0%
CC(Nc1ccc2c(c1)OCCO2)C(=O)Nc1ccc2c(c1)OCO2 (centres undefined)	1%	-11%	3%	-1%	-5%	-4%	6%	·
O=S(=O)(Nc1ccc(-n2cccc2)cc1)c1ccc(Cl)cc1Cl	2%	-3%	-5%	-5%	6%	-5%	-6%	-13%
Cn1nnnc1SCC(=O)Nc1ccc(Cl)c(S(=O)(=O)N2CCOCC2)c1	-7%	-6%	-14%	-8%	8%	3%	-2%	1%
COC(=O)C(CC(=O)c1ccc(Br)cc1)n1ccnc1 (centres undefined)	0%	-5%	-6%	0%	-5%	-12%	2%	-14%
Cc1nc(C)c(/C(O)=C\c2nc3ccc([N+](=O)[O-])cc3oc2=O)o1	·	-10%	-1%	-5%	7%	-25%	2%	·
COc1ccc(-c2ccc(-c3nnc(-c4ccncc4)o3)cc2)cc1	0%	-3%	-17%	-3%	4%	5%	-5%	1%
O=C(Nc1cccnc1)Nc1ccc(F)c(Cl)c1	-9%	12%	-9%	-3%	2%	2%	0%	·
O=C(COc1ccccc1)N1CCN=C1SCc1ccccc1F	·	0%	8%	-1%	1%	-10%	-4%	·
C=CCOc1nc(-c2ccncc2)nc2ccccc12	-13%	-4%	-3%	0%	6%	-2%	4%	-4%
CCOc1ccc(N2C(=O)CC(Sc3n[nH]c(-c4ccccc4)n3)C2=O)cc1 (centres undefined)	?	-6%	11%	0%[53 µM]	-21%	-14%	-1%[53 µM]	-1%
Cc1ccc(C)c(CN2C(=O)COc3ccc(C(=O)c4ccccc4C(=O)O)cc32)c1	-14%	-4%	-10%	0%	1%	-6%	-7%	-1%
CC1CCc2nc(NC(=O)Nc3ccc4c(c3)OCO4)sc2C1 (centres undefined)	1%	-5%	0%	-5%	·	-2%	2%	-21%
CC1=NN(c2ccccc2)C(=O)/C1=C/c1c(O)n(-c2ccc(F)cc2)[nH]c1=O	-11%	-2%	-8%	-18%	-7%	?	5%	-1%
C=CCS/C(=N\n1cnc2ccccc2c1=O)N(CC)CC	4%	-15%	-2%	-2%	-1%	5%	-5%	·
COc1ccc(N(C(=O)c2ccc(F)cc2)C2=CC3CCC(C2)N3C)cc1 (centres undefined)	-9%	-15%	3%	-4%	-2%	4%	1%	·
CCOCCCN1CC(C(=O)NCc2ccc3c(c2)OCO3)CC1=O (centres undefined)	3%	1%	-2%	-6%	-1%	4%	-3%	·
C/C(=N\NC(=O)c1cc(C)oc1C)c1ccc2c(c1)OCO2	-8%	i	·	-1%	16%	-10%	4%	17%
CCC(C)Oc1cc(-c2ccnc(Nc3cccc(Cl)c3)n2)ccn1 (centres undefined)	·	i	-8%	-2%	-7%	-12%	8%	·
Cc1ccc(-n2nc(C)c3c(-c4cccs4)c(C#N)c(N)nc32)cc1	-6%	8%	8%	0%	80%[activator]	4%	-18%	17%
COc1ccccc1CNC(=O)C1CCCN(S(=O)(=O)c2c(C)[nH]c(=O)[nH]c2=O)C1 (centres undefined)	-9%	-5%	5%	-2%	-1%	10%	1%	·
O=C(CN1C(=O)COc2ccccc21)c1cccc(Cl)c1	-2%	-2%	-4%	0%	-7%	6%	1%	11%
CS(=O)(=O)Nc1c(O)ccc2c1CCC[C@H]2C1=NCCN1	·	-3%	4%	0%	4%	·	0%	·
Cn1nnnc1SCC(=O)c1ccco1	-5%	0%	-2%	1%	-11%	-4%	12%	0%
COc1cc(NC2=Nc3cccc4cccc2c34)cc(OC)c1OC	1%	-1%	-3%	-1%	108%[activator]	-2%	9%	-12%

Not all compounds are listed; count on the stated rates, not on these rows.
